pPAFAH FP inh: pPAFAH (human) enzyme inhibition; recombinant pPAFAH, FP-rhodamine probe fluorescence polarization; inhibition, % at 3.39 µM; 330,000 tested, 1.5% active;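 active = inhibition above the mean inhibition across the screen plus 3 SD, cut at about 25% in these data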;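 also: inhibitors block binding of the rhodamine activity-based probe so polarization drops; 0% = enzyme with DMSO and 100% = wells lacking pPAFAH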
Target sequence (Q13093 whole entry, looked up): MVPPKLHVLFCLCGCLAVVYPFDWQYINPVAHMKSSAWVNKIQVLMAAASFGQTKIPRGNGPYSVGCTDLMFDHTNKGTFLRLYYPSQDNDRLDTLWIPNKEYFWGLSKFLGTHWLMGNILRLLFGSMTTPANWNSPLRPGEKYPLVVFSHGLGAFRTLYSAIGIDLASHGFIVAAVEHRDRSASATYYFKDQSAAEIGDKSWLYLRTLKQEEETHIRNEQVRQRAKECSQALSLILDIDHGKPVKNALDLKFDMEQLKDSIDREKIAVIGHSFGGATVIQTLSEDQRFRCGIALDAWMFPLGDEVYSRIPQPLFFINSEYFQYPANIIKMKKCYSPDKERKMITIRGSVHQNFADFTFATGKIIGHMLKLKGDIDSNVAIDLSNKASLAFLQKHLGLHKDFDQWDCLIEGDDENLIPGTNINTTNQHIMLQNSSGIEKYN
PREPL inh: inhibits the human prolyl oligopeptidase-like enzyme. AID 2751. inhibition, % at 5.96 µM. 320,000 tested, 0.68% active. recombinant PREPL, fluorescence polarization activity-based probe; in the data active = inhibition above about 43%;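 also: 0% = enzyme with DMSO and 100% = wells lacking enzyme; many of its hits are not listed in these tables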
GSTO1 inh: counter-screen for RBBP9 inhibitors: inhibitors of human GSTO1; 300,000 tested, 1.1% active; recombinant GSTO1, activity-based probe fluorescence polarization; P78417; AID 1974; inhibition, % at 5.96 µM;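 active = inhibition above the campaign mean inhibition plus 3 SD, cut at about 35% in these data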;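 also: 0% = GSTO1-1 with DMSO and 100% = wells lacking GSTO1-1 enzyme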
LYPLA1 inh: counter-screen for PME1 inhibitors: inhibitors of human LYPLA1; O75608; recombinant LYPLA1, FP-Rh probe fluorescence polarization; inhibition, % at 5.9 µM; 320,000 tested, 0.16% active; AID 2174;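 active = inhibition above the mean of all tested compounds plus 3 SD, set per campaign, cut at about 14% in these data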;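 also: inhibitors block serine hydrolase probe labeling of LYPLA1 so polarization falls; 0% = enzyme with DMSO and 100% = wells lacking LYPLA1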
PAD4 inh: inhibitors of human PAD4 | 330,000 tested, 0.41% active | recombinant PAD4, RCA probe fluorescence polarization | inhibition, % at 6.36 µM | Q9UM07;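 active = percent inhibition above a cutoff equal to the mean of all tested compounds plus 3 SD, cut at about 15% in these data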;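 also: 0% = PAD4 with RCA probe and DMSO and 100% = probe without PAD4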
PME-1 inh: blocks human protein phosphatase methylesterase 1; Q9Y570; recombinant PME-1, FP-Rh probe fluorescence polarization; inhibition, % at 5.9 µM; 320,000 tested, 0.53% active;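 active = inhibition above the campaign mean of all compounds plus 3 SD, cut at about 26% in these data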;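 also: competitive labeling of PME-1 active site by serine hydrolase directed probe; 0% = PME-1 with DMSO and 100% = wells lacking PME-1 enzyme; inhibitors block probe labeling so polarization falls and inhibition rises; many of its hits are not listed in these tables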
LYPLA2 inh: blocks human lysophospholipase 2, a PME1 counter-screen; O95372; recombinant LYPLA2, FP-Rh probe fluorescence polarization; inhibition, % at 5.9 µM; 320,000 tested, 0.38% active;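 active = inhibition above the screen-wide mean plus 3 SD, limit set per campaign, cut at about 26% in these data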;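 also: 0% = LYPLA2 with DMSO and 100% = wells lacking LYPLA2 enzyme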
PAFAH1B3 FP inh: inhibitors of human PAFAH1B3. Q15102. recombinant PAFAH1B3, FP-rhodamine probe, fluorescence polarization. inhibition, % at 3.39 µM. 340,000 tested, 0.28% active. AID 492972;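 active = inhibition above the screen-wide average of all tested compounds plus 3 SD, cut at about 25% in these data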;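 also: 0% = enzyme with DMSO only and 100% = wells lacking PAFAH1B3 protein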
Target sequence (Q15102 whole entry, looked up): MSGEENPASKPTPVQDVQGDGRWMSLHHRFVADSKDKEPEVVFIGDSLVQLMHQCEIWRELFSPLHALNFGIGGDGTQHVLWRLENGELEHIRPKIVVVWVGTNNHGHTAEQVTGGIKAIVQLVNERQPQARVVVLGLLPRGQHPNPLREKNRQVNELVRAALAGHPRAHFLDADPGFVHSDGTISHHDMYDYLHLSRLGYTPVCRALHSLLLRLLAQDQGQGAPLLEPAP
PAFAH1B2 inh: blocks human PAF acetylhydrolase 1b catalytic subunit 2; P68402; inhibition, % at 3.39 µM; recombinant PAFAH1B2, FP-rhodamine activity probe, fluorescence polarization; 340,000 tested, 1.2% active;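 active = inhibition above the mean of all tested compounds plus 3 SD, cut at about 24% in these data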;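 also: 0% = enzyme with DMSO and 100% = wells lacking PAFAH1B2; many of its hits are not listed in these tables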
Target sequence (P68402 whole entry, looked up): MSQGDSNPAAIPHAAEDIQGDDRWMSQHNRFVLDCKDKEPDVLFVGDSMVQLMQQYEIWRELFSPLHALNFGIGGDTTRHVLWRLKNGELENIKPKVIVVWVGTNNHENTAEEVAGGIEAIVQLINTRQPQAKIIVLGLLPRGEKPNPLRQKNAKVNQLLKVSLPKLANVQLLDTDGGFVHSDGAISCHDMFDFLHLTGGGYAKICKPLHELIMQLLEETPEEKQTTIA
* hit, by the source's call; x = no result given. Only part of the results is shown. The share of hits here may be higher or lower than overall.

Molecule	pPAFAH FP inh	PREPL inh	GSTO1 inh	LYPLA1 inh	PAD4 inh	PME-1 inh	LYPLA2 inh	PAFAH1B3 FP inh	PAFAH1B2 inh
COc1ccc(CCNC(=O)COC(=O)C2CC2C)cc1OC (configuration not stated)	-1	-5	x	0	-3	0	0	6	2
Cc1ccc(NC2CC(C)NC(=S)N2)cc1 (configuration not stated)	1	-10	15	1	0	-4	0	11	6
COc1ccc(C(=O)Nc2ccc(Cl)cn2)cc1S(=O)(=O)N1CCCC1	1	15	x	-5	-2	6	4	2	-3
COc1ccc(NC(C)=O)cc1S(=O)(=O)Nc1ccc(C(=O)N2CCCC2)cc1	13	-1	2	1	0	0	2	-1	0
CCOC(=O)c1[nH]c(C)c(C(=O)OCC(=O)N(Cc2ccccc2)C(C)C)c1C	3	-16	x	-5	5	3	1	6	9
Cc1ccc(S(=O)(=O)c2cn(C)c3cc(N4CCOCC4)c(F)cc3c2=O)cc1	8	7	-6	4	-7	5	1	6	6
NS(=O)(=O)c1ccc(CNC(=O)c2ccncc2)cc1	3	-1	1	-5	0	-2	-7	-7	1
CC1(C)CNC(=O)c2sc(N3CCCCC3)nc2C1	9	3	-3	-2	-3	-7	3	5	0
N#Cc1ccc(CN2CCN(C(=O)C3CC(=O)N(c4ccccc4F)C3)CC2)cc1 (configuration not stated)	7	6	x	x	1	x	x	3	1
CN1C(=O)NC(c2cccc([N+](=O)[O-])c2)C2=C1CCCC2=O (configuration not stated)	-1	-5	1	2	-4	-3	0	5	2
Cc1ncc(CO)c2cc(S(=O)(=O)c3ccc(F)cc3)c(=O)oc12	-3	-13	2	2	-1	-1	-3	-7	3
COc1cc(C(C)=O)ccc1OCC(O)CN1CCN(c2ccc(C)cc2C)CC1 (configuration not stated)	2	27	-5	3	0	3	13	3	3
CCOc1cccc2sc(NC(=O)CC)nc12	-3	4	0	1	-2	-5	1	4	1
Cc1ccc(C(C(=O)NCC2CCCO2)N(C(=O)c2snc(C(N)=O)c2N)c2ccc(C(C)C)cc2)o1 (configuration not stated)	2	6	-4	3	0	-8	1	-4	3
COc1ccc(NC(=O)COC(=O)COc2cccc(Br)c2)cc1OC	4	1	5	-1	-2	6	-4	1	5
C/C(=N/O)c1c(O)c(C)c(-c2ccccc2)n(-c2ccccc2)c1=O	6	3	3	5	4	5	3	12	24
Cc1cc(C)n2nc(SCCC(=O)NCCc3ccccc3)nc2n1	-1	13	-2	3	-1	1	-3	0	3
COc1ccc(C2CC(c3ccco3)n3ncnc3N2)cc1 (configuration not stated)	0	-7	7	-2	-1	-2	-5	0	-3
Cc1c(C(=O)N2CCCCC2C)sc2ncnc(N3CCc4ccccc4C3)c12 (configuration not stated)	6	13	1	1	6	0	7	9	2
CCc1c(C)sc(NC(=O)c2cc(C)no2)c1C#N	3	-2	-14	1	1	6	2	2	1
NS(=O)(=O)c1ccc(CCNCc2ccccc2OCc2ccc(Cl)cc2)cc1	3	-89	0	0	3	0	2	6	7
O=c1[nH]c2ccccc2n1C1=CCCC1	6	5	7	3	-4	0	9	0	-1
Cc1cc(C)cc(C(=O)NC(=S)Nc2ccc(-c3cc4ccccc4oc3=O)cc2)c1	0	10	2	-3	0	-4	-7	3	2
CN(C)/C=C(\C#N)C(=O)N/N=C/c1ccccc1	3	1	4	-5	5	-4	-1	6	-2
COc1ccc(S(=O)(=O)N(CCC#N)Cc2ccco2)cc1OC	0	-11	0	-1	-1	1	3	17	1
CCOC(=O)c1nnn(-c2nonc2N)c1CN1CCCCCC1	2	5	-8	2	-1	3	-1	-4	1
CCCCCCn1c(NCC)nc2c1c(=O)[nH]c(=O)n2C	6	10	7	0	-1	2	5	5	4
COc1cccc(NC(=O)COc2cc(C)cc3oc(=O)cc(C)c23)c1	3	-5	-7	0	2	-7	8	-2	-2
CC(C)OC(=O)Nc1ccc2c(c1)N(C(=O)N1CCN(C)CC1)c1ccccc1CC2	0	-59	8	0	-2	-2	-1	7	2
CCS(=O)(=O)c1ccc(O)c(NC(=O)c2cc(OC)c(OC)c(OC)c2)c1	-1	9	-10	-4	0	0	1	11	6
CC(=O)Oc1ccc(-c2cccc(C(=O)NCC(=O)O)c2)cc1	9	-1	-8	-1	-1	-7	0	4	5
CCC(=O)Nc1ccc(C(=O)CN2C(=O)NC3(CCCCCC3)C2=O)cc1	-9	6	x	-6	30*	-4	1	8	5
COc1ccc(OCC(=O)OCCN2C(=O)c3ccccc3C2=O)cc1	12	7	6	1	-3	-3	3	14	7
C=CCN1C=C2C(=O)C(C)(OC(=O)c3ccco3)C(=O)C(C=C)=C2C=C1C1CC1 (configuration not stated)	6	32	39*	6	13	6	10	x	x
CCc1ccc(-c2cc3c(=O)n(CC(=O)N4CCCC4)nc(C)n3n2)cc1	0	-10	-2	2	5	-3	8	8	3
O=S(=O)(NCc1ccccc1Br)c1ccccc1Br	0	-21	x	1	3	6	0	2	7
COc1ccc(S[C@@H](CCN2CC[C@H](O)CCC2=O)c2ccccc2)cc1	3	-1	x	5	-1	-1	-3	5	7
O=C(NNc1cc(Cl)cc(Cl)c1)C1CCC1	7	-2	-1	-3	4	6	-1	3	-3
O=C(N/N=C\c1cccc([N+](=O)[O-])c1O)C1COc2ccccc2O1 (configuration not stated)	10	4	-5	-5	-2	1	-3	11	2
CC(/C=N/NC(=O)CSc1n[nH]c(=O)[nH]c1=O)=C\c1ccccc1	-3	1	22	-1	-14	-10	2	7	0
Cc1cccc(NC(=O)CSc2nc3[nH]ncc3c(=O)[nH]2)c1C	-1	-8	11	1	2	-3	-4	1	4
Cc1cc(C)n(CC(=O)n2nc(C)cc2C)n1	4	-2	9	1	-3	-2	-1	-4	-2
CCCCOc1ccc(OC(=O)c2cccnc2)cc1	5	10	0	-1	-4	1	2	11	8
CCN1CCN(Cc2cc(=O)oc3cc(C)cc(C)c23)CC1	1	16	7	-1	0	-1	2	4	3
COc1ccc(C2(CNC(=O)c3ccc(OCC(C)C)cc3)CCOCC2)cc1	-1	10	10	-4	4	3	8	8	3
COc1cc(CN2CCN(C(=O)CC(C)C)CC2)cc(OC)c1OC	4	2	-4	1	-1	6	5	10	-4
O=C(C1=C[C@H](c2csc3ccccc23)C[C@H](OCc2ccc(CO)cc2)O1)N1CCOCC1	0	13	3	-2	1	0	-6	-3	1
CCCCCN1CC(O)=C(c2nc(-c3ccc(Cl)cc3)cs2)C1=N	-5	0	-1	-1	-3	-2	-3	-1	-1
O=C(O)c1ccc(N/N=C/c2ccc(-c3cccc(Cl)c3)o2)cc1	65*	57*	19	8	-3	24	8	18	5
CC1(C)CC2(CCO1)OC(=O)CC2C(=O)Nc1cccc2ccccc12 (configuration not stated)	2	7	-2	1	-9	-3	-3	10	1

Remaining list, next part.
Molecule	pPAFAH FP inh	PREPL inh	GSTO1 inh	LYPLA1 inh	PAD4 inh	PME-1 inh	LYPLA2 inh	PAFAH1B3 FP inh	PAFAH1B2 inh
CCOc1ccc(S(=O)(=O)Nc2ccc(C(=O)N(C)CC(=O)Nc3ccc(OC)cc3)cc2)cc1	1	-3	12	-3	-7	1	1	4	4
Oc1cccc(-c2nc3ccc4ccccc4c3c3c2CCC3)c1	-6	-6	-8	-22	-5	-30	-34	-18	-10
O=C1CN(C(=O)COC(=O)/C=C/c2ccc(F)cc2)c2ccccc2N1	-2	17	x	x	0	x	x	5	3
CCN1CCCC1CN(Cc1cc2ccc(C)cc2[nH]c1=O)C(=S)Nc1ccc(F)cc1 (configuration not stated)	4	0	9	0	-2	-2	0	1	2
CCc1ccc(OCC(O)CN2CCN(c3ccc(OC)cc3)CC2)cc1 (configuration not stated)	1	18	-3	4	2	9	15	-6	5
c1ccc(NC2=NCCN2CCCC2CCCC2)cc1	4	17	11	-1	-3	-11	2	4	0
COc1cccc(CNc2ncnc3cc(OC)c(OC)cc23)c1	3	-4	8	-4	-1	-6	2	-3	-1
COc1ccc(NC(=S)NNC(=O)c2cccs2)cc1	-3	13	4	4	0	4	5	-5	0
Nc1nn(-c2ccccc2Cl)cc1-c1nn[nH]n1	-2	23	-2	2	0	0	0	8	2
CCN1C(=O)[C@@H]2[C@@H](c3ccc(-c4ccc5c(c4)OCO5)cc3)N3CCCC[C@@]3(C(=O)OC)[C@@H]2C1=O	-3	12	-4	-3	2	-1	-7	2	-2
COc1cc2[nH]c(C(=O)NCCc3ccccc3)cc2c(OC)c1OC	6	15	2	-1	2	2	-1	10	2
O=C(CCc1ccccc1)NNC(=O)c1cc(Cl)ccc1O	2	1	2	2	0	-2	1	15	13
COc1cccc(NC(=O)Cc2c(C(=O)O)[nH]c3ccccc23)c1	2	-1	-7	0	-3	-5	-2	-3	3
CCN(CC)C(=O)[C@H]1C[C@H](CC(=O)NCC23CC4CC(CC(C4)C2)C3)C(=O)N2CCc3c([nH]c4cc(-c5ccco5)ccc34)[C@]12C	-1	x	x	x	1	x	x	6	3
COC(=O)/C(C#N)=C/c1c(-c2ccccc2)nc2n1CCS2	3	-4	7	2	1	-1	2	4	1
O=C(CN1CCC(NC(=O)c2ccccc2F)CC1)Nc1ccc2c(c1)OCCO2	-1	6	11	3	-6	-2	6	8	0
COc1ccc(Nc2nc(C)cc(-c3cc(-c4ccccc4)on3)n2)cc1	0	5	1	2	2	5	1	0	-2
O=C(Cc1ccc(F)cc1)N/N=C/c1ccc2c(c1)OCO2	1	13	7	-3	1	-7	2	7	6
Cc1cccc(Cc2nnc(CCC(=O)NCc3cn4ccccc4n3)o2)c1	2	17	25	3	-2	-4	7	3	5
COc1ccccc1NS(=O)(=O)c1ccc(C)c(NC(=O)NCCCl)c1	-1	-10	-8	-6	-4	-1	-4	5	2
O=C(CCSCc1cccc(Cl)c1)NCCc1ccc(Cl)cc1	4	-63	8	2	-1	4	4	0	28*
CC(C)C(NC(=O)OCc1ccccc1)C(=O)OCC(=O)NCc1ccco1 (configuration not stated)	17	-10	-9	-5	-2	-3	-4	-3	2
CS(=O)c1ccccc1O (configuration not stated)	4	2	2	-1	2	-1	12	2	0
COc1ccccc1-n1c(SCC(=O)N2CCOCC2)nc(O)cc1=O	34*	10	13	5	-2	3	5	7	-4
NCCCC[C@H](N)c1nnc([C@H](CC(=O)O)NC(=O)C2CCNCC2)o1	-8	1	8	3	-6	1	-1	17	3
O=C(NCc1ccc(F)cc1)N[C@@H](Cc1ccccc1)C(=O)O	-3	-2	1	0	-2	-3	1	4	16
Cc1cccc(/C=N\Nc2cn[nH]c(=O)c2Cl)c1	6	-34	0	-4	0	6	0	3	8
O=C(CCCSc1nc2ccccc2c(=O)[nH]1)c1ccc(F)cc1	1	2	-3	2	-2	-9	7	9	7
NC(=O)C1(c2ccccc2)CCCN1C(=O)c1ccc(Br)cc1 (configuration not stated)	-1	-7	-2	0	5	4	10	5	4
CN1CCN(NS(=O)(=O)c2ccc(Cl)cc2)CC1	4	10	2	2	2	3	8	9	4
COc1ccccc1NC(=O)C1CCCN1C(=O)NC1CCCCC1 (configuration not stated)	-5	-8	1	0	2	2	0	5	2
CS(=O)(=O)N1N=C(c2cccs2)CC1c1ccccc1 (configuration not stated)	3	1	1	0	30*	-2	5	-3	0
